HT1080NT lethal: qHTS for induction of synthetic lethality in tumor cells producing 2HG: qHTS for the HT-1080-NT fibrosarcoma cell line; AID 686970, 2013; HT-1080-NT fibrosarcoma viability, CellTiter-Glo ATP luminescence, 48 h; Potency, µM (titrated, usually from 46.1 µM), without a hit: at the top dose activity, negative = less viability, actives largely listed as cytotoxic; 1.6% of 360,000 active;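 also: NT is the 2HG producing partner of a matched IDH1 knockdown line; potency is read from the fitted curve at half-maximal effect; 0% = DMSO-treated cells and -100% = media-only wells without cells; nearly all actives have a fitted effect of over 55% in size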
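Viability by CellTiter-Glo luminescence after 48 h compound exposure at 37C of HT-1080-NT cells (750/well, RPMI, 5% FBS). % activity scaled between DMSO wells and medium-only wells, then curve-fitted and categorized by curve class.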
KB-3-1 cytotox: qHTS assay for MDR1-selective chemotherapeutics: Primary screen using the parental adenocarcinoma cell KB-3-1; KB-3-1 viability, CellTiter-Glo ATP luminescence, 72 h; Potency, µM (titrated, usually from 46.1 µM), for the others: at the top dose activity change, negative = cytotoxic, usual class: cytotoxic; 1.4% of 400,000 active; also: potency is read from the fitted curve at half-maximal effect; % is scaled to controls: 0 for no effect and ±100 for the full control effect; nearly all actives have a fitted effect of over 60% in size
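Cytotoxicity measured as CellTiter-Glo luminescence after 72 h at 37 C. Compound titrations were pinned onto drug-naive KB-3-1 parental adenocarcinoma cells grown in DMEM with 10% FBS, and normalized data fitted to concentration-response curves.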
KB-V1 cytotox: qHTS assay for MDR1-selective chemotherapeutics: Primary screen using the drug-selected MDR subline cells KB-V1; KB-V1 MDR cells viability, CellTiter-Glo, 72 h; Potency, µM (top dose mostly 46.1 µM), inactives show top-dose activity change, negative = cytotoxicity, most hits filed as cytotoxic; 3.4% of 400,000 active; AID 1347076, 2019; also: potency is read from the fitted curve at half-maximal effect; % is scaled to controls: 0 for no effect and ±100 for the full control effect; nearly all actives have a fitted effect of over 60% in size
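Cytotoxicity via CellTiter-Glo luminescence after 72 h compound exposure at 37 degrees C. Cells: drug-selected KB-V1 line, DMEM phenol-red free plus 10% FBS. Compounds tested at multiple concentrations; normalized data fitted to concentration-effect curves.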
IL-1B inflam inh: qHTS for Inhibitors of Inflammasome Signaling: IL-1-beta AlphaLISA Primary Screen. 4.7% of 360,000 active. AID 743279, 2014. activity change, % at 57.5 µM. THP-1 LPS/ATP IL-1B secretion, AlphaLISA, 16 h; hits give low values; in the data active = activity change below about -50%; inconclusive = mostly about -30% to -49%; also: % is scaled to controls: 0 for no effect and ±100 for the full control effect
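Secreted IL-1B measured by AlphaLISA bead assay after 16 h compound exposure of THP-1 cells; compounds (final up to 57.5 uM) added 1 h before LPS (250 ng/mL) and ATP (1.25 mM) stimulation; lower signal means less secretion.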
DRD3 agonist: qHTS of D3 Dopamine Receptor Agonist: qHTS. D3R DiscoveRx beta-arrestin cells, luminescence, 90 min. 0.58% of 410,000 active. AID 652048, 2013. max activation, %. D(3) dopamine receptor (Homo sapiens), P35462; in the data active = max activation above about 30%; also: 0% is about no effect; mostly tested at two doses, the higher about 12 µM
Target sequence (P35462 whole entry, looked up): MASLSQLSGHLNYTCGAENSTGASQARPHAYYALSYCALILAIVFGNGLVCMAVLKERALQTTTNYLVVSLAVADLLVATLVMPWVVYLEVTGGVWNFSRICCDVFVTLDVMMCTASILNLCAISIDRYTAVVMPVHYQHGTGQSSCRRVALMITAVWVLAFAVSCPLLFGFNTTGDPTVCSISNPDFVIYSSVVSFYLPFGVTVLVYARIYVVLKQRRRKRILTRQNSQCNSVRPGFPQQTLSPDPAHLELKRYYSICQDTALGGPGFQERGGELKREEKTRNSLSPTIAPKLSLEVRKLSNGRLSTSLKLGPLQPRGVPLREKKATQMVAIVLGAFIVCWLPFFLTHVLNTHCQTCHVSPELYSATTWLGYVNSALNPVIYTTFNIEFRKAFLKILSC
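Cells at 1500/well, incubated overnight, then treated with pinned compounds (dopamine as control) for 90 min at 37 degrees C. DiscoveRx reagent added for 30 - 60 minutes at room temperature; luminescence read.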
D3 antag: qHTS of D3 Dopamine Receptor Antagonist: qHTS. D(3) dopamine receptor (Homo sapiens), P35462. D3R cells, DiscoveRx beta-arrestin luminescence, antagonist mode; hits give low values. max response, negative = inhibition, %. 2.5% of 360,000 active; in the data active = max response below about -50%; inconclusive = no clear call, values can overlap the other calls; also: % is scaled to controls: 0 for no effect and ±100 for the full control effect; mostly tested at two doses, the higher about 12 µM
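Cells expressing the human receptor were seeded at 1500 cells/well, incubated overnight at 37 degrees C in 5% CO2, then exposed to library compounds with dopamine controls for 90 minutes at 37 degrees C before luminescent detection.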
GLP-1R agonist: qHTS of GLP-1 Receptor Agonists. HEK293 GLP-1R CRE-luciferase, luminescence, 4-6 h; cells express a hypersensitive GLP-1R form. 0.007% of 380,000 active. Potency, µM (highest dose often 45.6 µM), for the others: at the top dose activation, usual class: activators. AID 624172, 2012; also: potency is read from the fitted curve at half-maximal effect; % of control where 0% means no effect
Target sequence (P43220 whole entry, looked up): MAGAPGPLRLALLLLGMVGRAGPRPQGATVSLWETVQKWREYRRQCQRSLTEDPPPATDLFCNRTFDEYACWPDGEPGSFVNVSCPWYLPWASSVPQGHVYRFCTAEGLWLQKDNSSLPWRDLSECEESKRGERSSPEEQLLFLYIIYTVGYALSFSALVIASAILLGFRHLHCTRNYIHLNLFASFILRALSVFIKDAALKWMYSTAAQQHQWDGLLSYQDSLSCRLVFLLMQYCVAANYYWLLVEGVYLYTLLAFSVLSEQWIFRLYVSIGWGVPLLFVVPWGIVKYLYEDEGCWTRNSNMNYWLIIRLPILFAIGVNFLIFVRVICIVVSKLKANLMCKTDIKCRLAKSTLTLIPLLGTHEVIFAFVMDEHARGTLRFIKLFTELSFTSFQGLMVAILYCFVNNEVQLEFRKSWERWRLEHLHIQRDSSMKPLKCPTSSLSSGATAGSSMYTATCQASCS
HT1080 IDH1KD tx: qHTS for induction of synthetic lethality in tumor cells producing 2HG: qHTS for the HT-1080-IDH1KD cell line. HT-1080 IDH1 knockdown viability, ATP luminescence, 48 h. Potency, µM (top dose mostly 46.1 µM), for the others: at the highest dose activity, negative = toxicity, hits mostly cytotoxic. 2% of 360,000 active;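 also: potency is read from the fitted curve at half-maximal effect; 0% = DMSO wells and -100% = cell-free medium wells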
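IDH1KD HT-1080 cells, 750/well, RPMI + 5% FBS; compound pinned after 2 h settling; 48 h, 37 °C; CellTiter-Glo luminescence; % activity normalised to DMSO and no-cell wells; curves fitted, classed by r2 and efficacy.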
SW480 rerep: A quantitative high throughput screen for small molecules that induce DNA re-replication in SW480 colon adenocarcinoma cells; SW480 DNA re-replication, Hoechst DNA content imaging, 48 h; Potency, µM (doses to about 46.1 µM), without a hit: top-dose re-replication activation, hits mostly activators; 1.8% of 340,000 active; also: potency is read from the fitted curve at half-maximal effect; % of control where 0% means no effect; nearly all actives have a fitted effect of over 55% in size
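Hoechst fluorescence of nuclei (405 nm excitation, 500-530 nm emission) measured by plate-scanning imager after 48 hr compound exposure at 37 C; re-replication scored as increased number of nuclei with elevated intensity.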
* hit, by the source's call; ? = inconclusive; . = no result given; & = joins results of further samples; ! = repeats disagree; [ ] = dose if it differs, or a comment. Unless noted, calls follow the shape of the dose curve; as a rule, active = well fitted curve in the direction sought with a large enough effect; inconclusive = small, poorly fitted or top-dose-only effect, or another doubt; inactive = no such curve, though single readings can be large; an effect the other way counts as inactive or inconclusive. Outcome played no part in choosing rows; 12% or so of the library scored in one or more.

SMILES	HT1080NT lethal	KB-3-1 cytotox	KB-V1 cytotox	IL-1B inflam inh	DRD3 agonist	D3 antag	GLP-1R agonist	HT1080 IDH1KD tx	SW480 rerep
O=C(Nc1ccc(Cl)c(Cl)c1)Nc1ccc(N2CCCC2)c(S(=O)(=O)Nc2ccccc2Cl)c1	?	5.2µM*	23µM*	-52*	7	-13	-15%	13µM*	?
O=C(O)c1ccc(C=NNC(=O)c2cccc3ccccc23)cc1	16%	2%	4%	23	-9	-11	-1%	6%	-4%
COc1ccccc1Nc1nc(N)nc(CSC(=S)N2CCCCC2C)n1 (configuration not stated)	1%	14%	?	-14	-6	8	24%	4%	-4%
CC(=O)NCCNC(=O)C1Cc2c(-c3cccc(NC(C)=O)c3)ccnc2O1 (configuration not stated)	?	0%	6%	16	4	-29	-7%	27%	.
COc1cc(C(=O)N(C)CCOc2ccccc2)ccc1OCC(=O)Nc1cccc(C(F)(F)F)c1	?	-9%	?	-73*	-2	2	1%	-26%	14%
CC(C)CC1Nc2ncnc(N3CCN(c4ccccn4)CC3)c2N(Cc2ccc(Cl)cc2)C1=O (configuration not stated)	?	?	23µM*!	-70*!	-39&-13	?	3%&0%	?	13%
Cc1ccc(C)c(N(C(=O)c2csnn2)C(C(=O)NC2CCCC2)c2cccnc2)c1 (configuration not stated)	2%	-6%	-8%	21	-5	5	-1%	1%	?
Cc1cc(C)n2ncc(C(=O)Nc3ccc4c(c3)OCO4)c2n1	25%	16%	4%	41	2	4	-7%	22%	-3%
COC(=O)c1cc(S(=O)(=O)N2CCN(C(=O)c3ccco3)CC2)cn1C	2%	3%	21%	13	6	-12	7%	8%	0%
Cc1ccnc(NS(=O)(=O)c2ccc(NC(=O)Cc3ccc(Cl)cc3)cc2)n1	-1%	4%	1%	19	3	16	-4%	-1%	1%
COc1ccc(NC(=O)C2CCCN2S(=O)(=O)c2ccc3nc(-c4ccccc4)[nH]c3c2)cc1 (configuration not stated)	.	?	?	.	0	.	1%	.	.
CCOc1ccc(OCC)c(S(=O)(=O)NCc2ccc3c(c2)OCO3)c1	-1%	-10%	-4%	-10	4	?	-3%	2%	-5%
O=C(NCCCN1CCOCC1)c1cccc(S(=O)(=O)Nc2cc(Cl)ccc2Cl)c1	-10%	4%	4%	1	-5	-2	0%	-6%	-1%
CN1N=C(C(=O)Nc2ccc3c(c2)CCC3)CCC1=O	10%	-2%	?	-7	-4	14	14%	20%	-3%
CC(C)n1nnnc1SCC(=O)Nc1ccccc1F	24%	?	-2%	-2	1	0	7%	21%	6%
N#CCSc1nccc(/C=C/c2ccccc2)n1	-15%	5%	-18%	-92*	4	11	28%	-20%	8%
CC(=O)Nc1ccc2c(c1)N(C(C)=O)c1ccccc1CC2	5%	-5%	2%	-5	8	2	2%	7%	-13%
CCN(CC)C(=O)c1ccc(COc2ccccc2Cl)o1	6%	-10%	?	-12	-3	-11	36%	-9%	0%
Cc1c(CN2CCC(n3nccc3NC(=O)CCc3ccccc3)CC2)cnn1C	15%	-11%	-10%	0	-9	-14	5%	8%	-18%
CCCCN(CCCC)CCCNC(=O)C1CC(c2cc(C(F)(F)F)cc(C(F)(F)F)c2)=NO1 (configuration not stated)	0%	9%	?	5	13	1	0%	4%	0%
COc1cc(/C=C2\CCn3c2nc2cc(C(=O)O)ccc2c3=O)ccc1OC(F)F	26%	6%	12%	2	-2	21	-8%	0%	-15%
c1cncc(-c2cccnc2)c1	9%	11%	3%	10	4	-5	-15%	7%	-3%
O=C(Nc1nnc(-c2cc(Cl)ccc2Cl)o1)c1ccco1	12%	-19%	?	7	5	9	0%	6%	-85%[inhibitor]
Cc1ccc(NC(=O)N2CCCc3ccccc32)cc1C	-11%	-24%	-4%	10	-18	0	8%	-16%	12%
Cc1cccc(NC(=O)CNC(=O)c2cccc(-n3cccc3)c2)c1C	-2%	10%	?	0	-8	-2	5%	-1%	12%
Nn1c(SCc2cn3ccccc3n2)nnc1-c1ccncc1	-5%	-6%	-2%	-3	2	-5	1%	-3%	-4%
Cc1ccc2c(C)c(C(=O)N(Cc3cccs3)C3CCS(=O)(=O)C3)oc2c1 (configuration not stated)	-17%	-2%	?	?	-3	-24	1%	-22%	5%
CCOc1ccc(N2C(=O)S/C(=C\c3cc(OC)c(OC)c(OC)c3)C2=O)cc1	20%	6%	0%	-24	6	-1	9%	18%	1%
Cc1noc(C)c1S(=O)(=O)N(C)C[C@H]1Oc2c(NC(=O)Nc3ccccc3)cccc2C(=O)N([C@H](C)CO)C[C@@H]1C	1%	-6%	10%	-4	9	18	7%	0%	4%[9.22 µM]
CC(=O)Nc1cccc(NC(=O)CSc2nc3c(=O)n(C)c(=O)n(C)c3n2C)c1	-5%	-1%	29%	4	-10	-19	-15%	-4%	?
Cc1ccc(C(=O)NCC(c2ccc(F)cc2)N2CCOCC2)s1 (configuration not stated)	8%	15%	-4%	1	-4	17	8%	13%	-2%
COc1ccc(CNC(=O)CN(C(=O)c2csnn2)c2cccc3ccccc23)cc1	-2%	12%	-10%	10	4	2	7%	-8%	11%
Nc1ncnc2c1ncn2[C@@H]1O[C@H](C(=O)NCc2ccc(OC(F)(F)F)cc2)[C@@H](O)[C@H]1O	-1%	0%	6%	-26	6	40	3%	-14%	.
CCCOc1ccc(C2c3c(oc4cc(C)c(C)cc4c3=O)C(=O)N2CCCN(C)C)cc1 (configuration not stated)	2%	13%	-8%	-15	-2	-15	0%	-2%	1%
Nc1ncnc2c1ncn2CCN1CCOCC1	13%	19%	0%	9	0	6	-10%	10%	1%
CCN(c1ccccc1)S(=O)(=O)c1ccc(C(=O)Nc2ccccc2OC)cc1	-21%	-5%	-10%	26	3	-18	6%	-14%	9%
Cc1cc(C)c2c(N)c(C(=O)Nc3nccs3)sc2n1	-6%	16%	4%	0	2	33	-16%	-3%	?
CC(C)NC(=O)NNc1c(Cl)cncc1Cl	-1%	-2%	0%	15	1	-1	2%	0%	2%
CCCCC(=O)NC(=S)Nc1ccccc1C(=O)Nc1ccccc1	3%	-11%	?	-11	-8	-22	2%	2%	3%
COc1ccccc1CNC(=O)CSc1ccc(-c2ccccn2)nn1	0%	-1%	?	-6	-20	-19	8%	1%	-13%
O=C1C(Cl)=C(N2CCCCCC2)C(=O)N1c1ccccc1Cl	11%	2%	27%	-14	-2	-23	-5%	7%	-17%
COc1ccc(OC)c(S(=O)(=O)N2CCCC(C(=O)N3CCCC3)C2)c1 (configuration not stated)	-1%	-26%	?	8	4	3	0%	-5%	8%
CCOC(=O)N1CCN(C(=O)c2cccc(NS(=O)(=O)c3ccc(F)c(F)c3)c2)CC1	18%	10%	-1%	17	5	14	-2%	21%	0%
Cc1ccc(S(=O)(=O)N(CCC(=O)O)Cc2ccc(Cl)cc2)cc1	0%	0%	-4%	33	10	15	0%	15%	26%
CCn1ncc(Br)c1C(=O)N(C)C12CC3CC(CC(C3)C1)C2	-5%	-2%	-8%	8	0	4	-9%	-26%	14%

Not a retest: an excerpt of the list.
SMILES	HT1080NT lethal	KB-3-1 cytotox	KB-V1 cytotox	IL-1B inflam inh	DRD3 agonist	D3 antag	GLP-1R agonist	HT1080 IDH1KD tx	SW480 rerep
CCOC(=O)N1CCN(C(=O)c2cccc(NS(=O)(=O)c3ccc(F)c(F)c3)c2)CC1	18%	10%	-1%	17	5	14	-2%	21%	0%
Cc1ccc(S(=O)(=O)N(CCC(=O)O)Cc2ccc(Cl)cc2)cc1	0%	0%	-4%	33	10	15	0%	15%	26%
CCn1ncc(Br)c1C(=O)N(C)C12CC3CC(CC(C3)C1)C2	-5%	-2%	-8%	8	0	4	-9%	-26%	14%

The list continues:
SMILES	HT1080NT lethal	KB-3-1 cytotox	KB-V1 cytotox	IL-1B inflam inh	DRD3 agonist	D3 antag	GLP-1R agonist	HT1080 IDH1KD tx	SW480 rerep
Cc1cc(O)c(C(C)C)cc1NS(=O)(=O)c1ccccc1	-1%	-13%	?	-7	0	24	12%	-1%	-1%
O=C(O)/C=C\c1cn(-c2ccccc2)nc1-c1cc2ccccc2o1	-3%	-17%	3%	-5	4	-11	4%	-13%	1%
COc1ccc(COC(=O)CCS(=O)(=O)c2ccc(C)cc2)cc1F	-5%	0%	-4%	0	-2	-4	7%	-2%	2%
O=C(O)CN1C(=O)C2C3CC(C2C1=O)C1C(c2ccc(F)cc2)c2sc(=O)[nH]c2SC31 (configuration not stated)	-1%	-3%	0%	15	-10	0	-2%	-5%	-7%
O=C(NCc1cccnc1)NC(C(F)(F)F)C(F)(F)F	0%	16%	11%	29	6	16	-6%	0%	-6%
O=C(COc1ccccc1)Nc1nnc(-c2ccc(F)cc2)o1	-5%	6%	-4%	12	-15	-4	0%	-2%	-5%
CCCn1nnc(NC(=O)c2cc3ccccc3o2)n1	10%	21%	?	-15	-2	-21	-5%	10%	-8%
CC(O)c1nc2ccccc2n1C(C)c1ccccc1 (configuration not stated)	-3%	14%	2%	19	3	77	-1%	-4%	-3%
O=C(CSc1ccccn1)Nc1cccc(NC(=O)CSc2ccccn2)n1	-30%	15%	-23%	20	4	13	-3%	9%	29%
CC1(C)OC2C(O1)[C@@H](CO)O[C@H]2n1cnc2c(N)ncnc21 (some centres not stated)	13%	15%	18%	3	6	2	-3%	8%	-3%

Source: PubChem (National Center for Advancing Translational Sciences (NCATS))
